Screening results from PubChem BioAssay.
AMPAR-TARP mod = modulators of GluA2-stargazin AMPA receptor complexes, primary screen, cell-based, membrane potential dye. 40,000 tested, 3.5% active. AID 1259245, 2017. Voltage-dependent calcium channel gamma-2 subunit (Mus musculus) + Glutamate receptor 2 …. calls only at 30 µM. HEK293 GluA2+stargazin, membrane potential dye (FDSS), glutamate EC50; hits were called plate by plate, in both directions;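 active = any of four per-well response measures lying three or more SD from its plate-wide compound average, in either direction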
Target sequence (O88602 whole entry, looked up): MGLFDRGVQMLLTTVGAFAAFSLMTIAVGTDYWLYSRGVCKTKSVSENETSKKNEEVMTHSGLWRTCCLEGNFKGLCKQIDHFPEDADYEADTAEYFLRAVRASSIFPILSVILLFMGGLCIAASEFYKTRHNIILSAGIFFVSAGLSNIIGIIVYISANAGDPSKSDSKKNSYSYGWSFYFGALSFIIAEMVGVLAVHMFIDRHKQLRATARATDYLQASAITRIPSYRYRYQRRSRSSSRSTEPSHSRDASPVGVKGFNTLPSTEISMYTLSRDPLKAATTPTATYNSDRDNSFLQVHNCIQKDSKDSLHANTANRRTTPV
Target sequence (P19491 whole entry, looked up): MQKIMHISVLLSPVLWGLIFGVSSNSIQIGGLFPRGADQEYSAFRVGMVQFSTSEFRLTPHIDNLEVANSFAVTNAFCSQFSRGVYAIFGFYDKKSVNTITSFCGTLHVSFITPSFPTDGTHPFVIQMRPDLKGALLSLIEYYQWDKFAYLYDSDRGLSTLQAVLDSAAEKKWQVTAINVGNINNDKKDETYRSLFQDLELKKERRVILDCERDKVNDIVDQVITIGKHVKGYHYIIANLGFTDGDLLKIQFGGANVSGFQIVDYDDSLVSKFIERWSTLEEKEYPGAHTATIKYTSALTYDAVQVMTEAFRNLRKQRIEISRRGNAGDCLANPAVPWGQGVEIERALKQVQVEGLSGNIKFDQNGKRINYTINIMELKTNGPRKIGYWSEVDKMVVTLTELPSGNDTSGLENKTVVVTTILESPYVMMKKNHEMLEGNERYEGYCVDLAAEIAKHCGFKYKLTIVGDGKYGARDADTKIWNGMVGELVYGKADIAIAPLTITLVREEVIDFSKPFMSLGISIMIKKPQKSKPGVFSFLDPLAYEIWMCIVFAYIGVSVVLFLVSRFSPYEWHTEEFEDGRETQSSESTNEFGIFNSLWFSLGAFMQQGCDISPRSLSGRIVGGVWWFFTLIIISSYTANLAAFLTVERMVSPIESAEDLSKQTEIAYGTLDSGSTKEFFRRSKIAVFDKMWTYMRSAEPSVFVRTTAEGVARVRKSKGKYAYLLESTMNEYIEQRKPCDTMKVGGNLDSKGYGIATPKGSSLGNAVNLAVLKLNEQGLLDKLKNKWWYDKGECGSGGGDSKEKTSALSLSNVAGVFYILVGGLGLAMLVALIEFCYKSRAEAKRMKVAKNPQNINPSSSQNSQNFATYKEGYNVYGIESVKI
AMPAR-TARP mod agonism max-min = recorded beside AMPAR-TARP mod, whose call it bears; compound max-min signal; compound-alone response (agonism);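 unitless range of fluorescence divided by baseline over first 100 seconds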
AMPAR-TARP mod glutamate slope = second read-out of AMPAR-TARP mod, no call of its own (marks repeat the call); glutamate slope, % of max; measured here: glutamate response slope, % max;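 scaled per plate between vehicle wells and maximal 1 mM glutamate control wells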
An asterisk follows results filed as active; i = inactive; + = active, no number; & = joins results of further samples. Not all compounds are listed (hit frequency here may not be typical).

SMILES	AMPAR-TARP mod	AMPAR-TARP mod agonism max-min	AMPAR-TARP mod glutamate slope
O=C(O)c1cc2cc(Br)cc(Br)c2oc1=O	i	0.096	68
CCCNC(=O)c1ccc2c(=O)n(-c3cc(C)cc(C)c3)c(SCC#N)nc2c1	i	0.13	63
Cc1ccc(S(=O)(=O)N(C)c2ccc(C(=O)N(C)C)cc2)cc1	i	0.077	62
CCOc1ccccc1NC(=O)COc1c(C)ccc(C)c1C	i	0.076&0.024	59&120
COc1cc2[nH]c(=O)n(CCCCC(=O)N3CCN(c4cc(C)ccc4C)CC3)c(=O)c2cc1OC	i	0.059	37
CS(=O)(=O)N1CCCC1C(=O)Nc1nc(-c2ccccc2)cs1 (stereo not drawn)	i	0.14	61
CC(=O)c1cccc(NC(=O)Cn2nc(-c3cc(C)c(C)cc3C)ccc2=O)c1	i	0.091	110
COc1cc(OC)cc(C(=O)NCC(c2ccco2)N(C)C)c1 (stereo not drawn)	i	0.11	67
Cc1ccc(C)c(CN2C(=O)N(c3ccc(C)c(Cl)c3)C3CS(=O)(=O)CC32)c1 (stereo not drawn)	i	0.17	57
Cn1cnc2cc(OC(=O)c3c(F)cccc3F)ccc21	i	0.13	56
CCOc1ccccc1NC(=O)c1ccc(=O)n(Cc2cccc(C(F)(F)F)c2)c1	i	0.054	54
COc1ccc(C(=O)/C=C/c2cccs2)c(OC(=O)N2CCOCC2)c1	i	0.036	47
CCOC(=O)N1CCN(C(=O)CN2C(=O)NC3(CCC(C)CC3)C2=O)CC1 (stereo not drawn)	i	0.096	55
Cc1cc(C)nc(N2CCN(CCC(=O)O)CC2)n1	i	0.11	54
Cn1c(=O)c2c(nc(CN3CCN(c4ccccc4)CC3)n2CC(=O)C(C)(C)C)n(C)c1=O	i	0.087	59
COCCn1c(=O)c2c(nc3n2CC(C)CN3c2ccc(OC)cc2)n(C)c1=O (stereo not drawn)	i	0.07	33
Cc1ccc(S(=O)(=O)N(Cc2ccc(Br)cc2)C(=O)N2CCN(C)CC2)cc1	i	0.073	50
O=C(NCCOCCO)C(=O)Nc1c2c(nn1-c1ccc(Cl)cc1)CSC2	i	0.044	73
COCCn1c(=O)c2c(nc(-n3nc(C)c(C)c3C)n2CCOC)n(C)c1=O	i	0.11	61
CNC(=O)C(=O)NCC(c1ccco1)N(C)C (stereo not drawn)	i	0.087	93
CCN1CCN(C(c2cccs2)C(C)NC(=O)Cc2ccc(F)cc2)CC1 (stereo not drawn)	i	0.033	60
COc1cc(C(C)=O)ccc1OCC(O)CN1CCN(c2cccc(Cl)c2)CC1 (stereo not drawn)	i	0.1	68
COc1c(S(=O)(=O)NCCN2CCOCC2)ccc(Cl)c1Cl	i	0.056	74
CCOc1ccc(C(=O)N2CCC3(CC2)CC(=O)c2ccccc2O3)cc1	i	0.076	64
COCCn1c(-n2nc(C)cc2C)nc2c1c(=O)n(CCCc1ccccc1)c(=O)n2C	i	0.043	52
Cc1nccn1CCNC(=O)C(=O)Nc1ccc2c(c1)OCCO2	i	0.14	59
C=CCNC(=O)c1c(C(F)(F)F)nn(C2CCCN(C)C2)c1C (stereo not drawn)	i	0.091	60
CC(C)c1ccccc1OCCOCC(O)CN1C(C)CCCC1C (stereo not drawn)	i	0.063	40
CC(C)(C)n1ncc2c(=O)n(NC(=O)c3ccc(Cl)c([N+](=O)[O-])c3)cnc21	i	0.034	51
COc1ccc(CCC(=O)Nc2ccc(-n3nnn(CC(N)=O)c3=O)cc2)cc1	i	0.12	82
COc1ccc(S(=O)(=O)CC(=O)Nc2ccc([N+](=O)[O-])cc2OC)cc1	i	0.037	47
Cc1cc(NC(=O)C(=O)NCC(c2ccc(F)cc2)N2CCOCC2)no1 (stereo not drawn)	i	0.046	52
CCCOc1ccc(S(=O)(=O)Nc2ccc3c(c2)N(S(=O)(=O)CCC)CCC3)cc1	i	0.071	51
COc1ccccc1-c1noc(Cn2c(=O)n(Cc3ccc4c(c3)OCO4)c(=O)c3sccc32)n1	i	0.045	59
CSc1ccccc1NC(=O)C(=O)NN1CCN(C)CC1	i	0.052	68
O=C(CSCc1ccccc1)N1CCC(Cn2cccn2)CC1	i	0.1	84
COc1cccc(CNC(=O)NC2(c3nc(-c4cnccn4)no3)CCCCC2)c1	i	0.059	55
Cc1cc(=O)[nH]c(-n2nc(C)c(CCC(=O)NCc3ccc4c(c3)OCO4)c2C)n1	i	0.11	60
O=S(=O)(c1ccc(F)c(Cl)c1)N1CCCN(CCn2cccn2)CC1	i	0.14	87
Cc1noc(C)c1S(=O)(=O)N1CCN(Cc2nc(C(C)(C)C)cs2)CC1	i	0.14	61

Of the compounds above, these contain a COOH group:
SMILES	AMPAR-TARP mod	AMPAR-TARP mod agonism max-min	AMPAR-TARP mod glutamate slope
O=C(O)c1cc2cc(Br)cc(Br)c2oc1=O	i	0.096	68
Cc1cc(C)nc(N2CCN(CCC(=O)O)CC2)n1	i	0.11	54

Continuation:
SMILES	AMPAR-TARP mod	AMPAR-TARP mod agonism max-min	AMPAR-TARP mod glutamate slope
COC(=O)c1ccc(NC(=O)C(=O)NCC2(O)CCOCC2)cc1	i	0.13	50
Cc1ccc(S(=O)(=O)Nc2ccc3c(c2)CCCN3S(C)(=O)=O)cc1	i	0.075	59
CN(C)c1ccc(C2NCCS2)cc1 (stereo not drawn)	i	0.064	55
CC(=O)c1cccc(NC(=O)Cc2csc(Nc3ccc(Cl)cn3)n2)c1	i	0.12	54
CCOc1ccc(OCCNC(=O)c2ccc([N+](=O)[O-])cc2)cc1	+	0.19*	49*
Cc1ccc(S(=O)(=O)NCCCN2CCN(c3ccccc3)CC2)cc1C	i	0.055	61
CCNC(=O)c1c(C(F)(F)F)nn(C2CCN(C(C)C)CC2)c1C	i	0.09	56
O=C(Cc1csc(NC(=O)C2CCC(=O)N2)n1)Nc1ccc2c(c1)OCO2 (stereo not drawn)	i	0.062	38
COc1ccc(-c2cc(C(=O)NC3CCCCCC3)c3c(C)nn(C4CCS(=O)(=O)C4)c3n2)cc1 (stereo not drawn)	i	0.11	61
COc1ccc(OC)c(/C=C2\Oc3cc(OS(C)(=O)=O)ccc3C2=O)c1	i	0.11	63
COc1ccc(Cl)cc1S(=O)(=O)N1CCN(C(=O)c2ccc(F)cc2)CC1	i	0.094	39
COc1cccc2cc(C(=O)NCC(C)(O)c3ccc4c(c3)OCO4)oc12 (stereo not drawn)	i	0.11	46
O=C(Nc1ccc(SCCN2CCOCC2)nn1)c1ccco1	i	0.11	48
CC(C)Oc1ccc(C(=O)Nc2nn(C)c3c2C(C)CC(=O)N3)cc1 (stereo not drawn)	i	0.11	61
O=C(Nc1ccc2ncsc2c1)c1cc(Cl)ccc1Cl	i	0.037	38
COc1ccc(NC(=O)C(=O)NCC2CCN(C)CC2)c(OC)c1	i	0.082	70
CCOc1ccc(/C=C/C(=O)Nc2cccc(Cl)c2C)cc1	i	0.056	74
CCSc1nnc(-c2ccc(C)cc2)n1-c1ccccc1	i	0.032	-1
CCOc1ccc(-c2cc(=O)n(CC(=O)Nc3ccc(-c4ccc(=O)[nH]n4)cc3)cn2)cc1	i	0.094	58
CC(C)C(=O)Nc1ccc(SCC(=O)Nc2ccc(F)c(F)c2)nn1	i	0.15	61
CCc1ccc(S(=O)(=O)Nc2ccc3c(c2)N(C(=O)c2ccccc2)CCC3)cc1	i	0.068	59
CCOc1ccc(-c2ccc(N3CCN(C(=O)c4ccccc4C(=O)c4ccccc4)CC3)nn2)cc1	i	0.098	50
COc1ccc(CNC(=O)NCCCS(=O)(=O)N2CCN(c3ccccc3)CC2)cc1	i	0.1	64
COc1ccc(S(=O)(=O)NCCC(C)C)cc1N(C)S(=O)(=O)c1ccc(Cl)cc1	i	0.079	58
CCOC(=O)c1ccc(NC(=O)c2ccc(=O)n(Cc3ccc(C(F)(F)F)cc3)c2)cc1	i	0.047	42
Cn1c(=O)c(C(=O)Nc2ccc(S(N)(=O)=O)cc2)cc2cccnc21	+	0.17*	-11*
CS(=O)(=O)Nc1cccc(NC(=O)Cn2cnc(-c3cccs3)cc2=O)c1	i	0.098	62
COc1ccc(S(=O)(=O)CCC(=O)N=c2sc3ccc(OC)cc3n2CCSC)cc1	i	0.052	62
O=C(NCCc1ccc(Cl)cc1)C(=O)Nc1nccs1	i	0.097	54
O=C(C1CC2C=CC1C2)N1CCc2cc(S(=O)(=O)NC3CCCC3)ccc21 (stereo not drawn)	i	0.1	69
O=C(NCCn1ncc2c(N3CCCC3)ncnc21)c1ccccc1	i	0.073	51
CC(NC(=O)C(=O)NCC(O)Cc1ccccc1)c1ccccc1 (stereo not drawn)	i	0.16	61
COc1ccc(NC(=O)CC2SC(N=Nc3c(O)[nH]c4ccccc34)=NC2=O)cc1 (stereo not drawn)	i	0.046	27
COc1cn(CC(=O)N2CCCc3ccccc32)c(CSc2ncccn2)cc1=O	i	0.049	39
Cc1cc(NC(=O)Cn2c(C)cc(C)c(S(=O)(=O)c3ccccc3)c2=O)ccc1Br	i	0.1	55
CCn1c(C(CNc2ccccc2)CC(=O)O)nc2ccccc21 (stereo not drawn)	i	0.079	54
O=C(/C=C/c1cccc(F)c1)Nc1ccc2c(c1)OCO2	i	0.11	56
O=C(Nc1ccc(OCC(F)(F)C(F)F)cc1)c1ccncc1	i	0.1	21
CC(=O)Nc1ccc(NC(=O)c2cnc3c(c(C)nn3-c3ccccc3)c2Cl)cc1	i	0.091	60
CCc1ccc(S(=O)(=O)N2CCN(c3ccc4nnc(C)n4n3)CC2)s1	i	0.12	40
COc1ccc(OC)c(NC(=O)CSc2ccc(NC(=O)c3cccs3)nn2)c1	i	0.088	53
COc1cccc(-n2nnc3c(N4CCN(C(=O)c5cc6ccccc6oc5=O)CC4)ncnc32)c1	i	0.065	43
CCc1ccc(S(=O)(=O)N(CC)c2ccccc2)cc1	i	0.057	73
CCCCCCSc1nnc(C)c(=O)[nH]1	i	0.1	66
Cc1onc(C(C)(C)C)c1C(=O)O	i	0.041	58
Cc1nc2ccc(NC(=O)c3cccc(S(=O)(=O)C(C)C)c3)cc2s1	i	0.06	66
CC(C)Cn1c(SCC(=O)Nc2cccc(Cl)c2)nc2ccsc2c1=O	i	0.04	61
Cc1ccnc(NC(=O)Cc2cc(-c3ccc(Cl)cc3)on2)n1	i	0.082	47
O=C(NCCOc1ccc(-c2cccs2)nn1)c1cccc2ccccc12	i	0.054	54
Cn1c(-c2ccccn2)nn(CCNC(=O)c2ccc(=O)[nH]c2)c1=O	i	0.11	59
Cc1cc(C)n(-c2nc3c(c(=O)n(CC(N)=O)c(=O)n3C)n2Cc2ccccc2F)n1	i	0.046	41
CC(=O)Nc1ccc(C(=O)NCCNC(=O)c2sc(C)nc2C)cc1	i	0.072	45
CCc1ccc(OCC(O)Cn2c(C3CC(=O)N(c4ccccc4C)C3)nc3ccccc32)cc1 (stereo not drawn)	i	0.12	59
COc1ccc(-c2ccc(N3CCN(C(=O)c4cnn(-c5ccccc5)n4)CC3)nn2)cc1	i	0.021	25
COc1cccc(N2CC(C)Cn3c2nc2c3c(=O)n(C/C=C/c3ccccc3)c(=O)n2C)c1 (stereo not drawn)	i	0.13	51
CCC(C)NC(=O)Cn1c(=O)n(CC(=O)NCc2ccco2)c(=O)c2sccc21 (stereo not drawn)	i	0.13	71
Cc1ccc(Cl)cc1N1COc2ccc3ccccc3c2C1	i	0.099	37
Cc1nnc(C2CCN(CC(=O)Nc3ccc(C)c(Cl)c3)CC2)s1	i	0.057	56
COC(=O)c1ccc(NC(=O)CC2SC(=O)N(CC(=O)c3ccccc3)C2=O)cc1 (stereo not drawn)	i	0.094&0.053	44&98
CCCCOc1ccc(C(=O)Nc2ccc(N3CCCC3=O)c(C)c2)cc1	i	0.092	52

Continuation.
SMILES	AMPAR-TARP mod	AMPAR-TARP mod agonism max-min	AMPAR-TARP mod glutamate slope
O=C(Nc1ccccc1)c1ccc2c(c1)OCCCO2	i	0.085	56
COc1ccc(-c2csc(CN3CCN(C(=O)c4ccco4)CC3)n2)cc1	i	0.091	47
COc1ccc(S(=O)(=O)CCCC(=O)Nc2nnc(-c3cc(OC)c(OC)c(OC)c3)o2)cc1	i	0.055	35
CCCC(CCC)C(=O)N1CCN(c2nccn2CC)CC1	+	0.094*	61*

Molecules above that have two or more sulfur atoms:
SMILES	AMPAR-TARP mod	AMPAR-TARP mod agonism max-min	AMPAR-TARP mod glutamate slope
CS(=O)(=O)N1CCCC1C(=O)Nc1nc(-c2ccccc2)cs1 (stereo not drawn)	i	0.14	61
CCCOc1ccc(S(=O)(=O)Nc2ccc3c(c2)N(S(=O)(=O)CCC)CCC3)cc1	i	0.071	51
Cc1noc(C)c1S(=O)(=O)N1CCN(Cc2nc(C(C)(C)C)cs2)CC1	i	0.14	61
Cc1ccc(S(=O)(=O)Nc2ccc3c(c2)CCCN3S(C)(=O)=O)cc1	i	0.075	59
COc1ccc(S(=O)(=O)NCCC(C)C)cc1N(C)S(=O)(=O)c1ccc(Cl)cc1	i	0.079	58
CS(=O)(=O)Nc1cccc(NC(=O)Cn2cnc(-c3cccs3)cc2=O)c1	i	0.098	62
COc1ccc(S(=O)(=O)CCC(=O)N=c2sc3ccc(OC)cc3n2CCSC)cc1	i	0.052	62
CCc1ccc(S(=O)(=O)N2CCN(c3ccc4nnc(C)n4n3)CC2)s1	i	0.12	40
COc1ccc(OC)c(NC(=O)CSc2ccc(NC(=O)c3cccs3)nn2)c1	i	0.088	53
Cc1nc2ccc(NC(=O)c3cccc(S(=O)(=O)C(C)C)c3)cc2s1	i	0.06	66
CC(C)Cn1c(SCC(=O)Nc2cccc(Cl)c2)nc2ccsc2c1=O	i	0.04	61
